TexasRed fluor: Texas Red fluorescence interference in TRb-SRC2 counter-screen; TRb/SRC2 Texas Red total fluorescence interference; Potency, µM (titrated, usually from 106 µM), for inactives: top-dose fluorescence change, negative = quenching; actives 0.29% (n = 280,000); active = well fitted curve in either direction with a large enough effect; inconclusive = small, poorly fitted or top-dose-only effect
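Human TRβ ligand-binding domain (0.6 uM) and Texas Red SRC2 peptide (20 nM) in Tris buffer with 1 uM T3 and 5% DMSO were incubated with pinned compound for 5 hr at ambient temperature. Total fluorescence was computed as S + 2P (555/632 nm).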
aGlu spleen mod: lysosomal alpha-glucosidase (human) modulation | human spleen homogenate, 4-MU-alpha-glucoside fluorescence | AID 2112 | P10253 | actives 0.006% (n = 240,000) | Potency, µM (top dose mostly 79.9 µM), without a hit: at the top dose activity change, negative = inhibition, hits mostly inhibitors;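 also: 0% = enzyme with vehicle and -100% = no enzyme basal signal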
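Human spleen homogenate (1 ug) incubated with compounds and 1 mM 4-methylumbelliferyl-alpha-D-glucopyranoside in pH 5.0 citrate/phosphate buffer, 37 C, 40 min. Stopped at pH 10; 4-MU fluorescence (Ex 365/Em 440 nm); AC50 by Hill fit.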
GAA glycogen: inhibitors or activators of human alpha-glucosidase glycogen cleavage; P10253; recombinant GAA, glycogen substrate, Amplex Red glucose oxidase fluorescence; actives 0.38% (n = 300,000); Potency, µM (doses to about 76.4 µM), for the others: at the highest dose activity change, negative = inhibition, hits mostly inhibitors;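 also: 0% = full enzyme reaction and -100% = no-enzyme basal signal; the screen sought inhibitors and activators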
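qHTS, 1536-well; enzyme 4 nM final; cpd up to 77 uM; substrate bovine liver glycogen 30 ug; 50 mM citrate/phosphate pH 5.0, 0.01% Tween-20; 37 C, 40 min; Amplex Red detection 45 min RT; Hill fit → AC50.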
GoLoco inh red: inhibitors of human Gai1-RGS12 GoLoco interaction (red fluorophore). P63096. Gai1:RGS12 GoLoco peptide FP, rhodamine, 10 min. Potency, µM (doses to about 61.6 µM), for inactives: top-dose activity, negative = inhibition, hits mostly inhibitors. actives 0.44% (n = 230,000); active = well fitted inhibition curve with a large enough effect, not every such curve was filed as active; inactive = no such curve, though single readings can be large or run the other way; also: nearly all actives have a fitted effect of over 30% in size; many of its hits are not listed in these tables
Target sequence (P63096 whole entry, looked up): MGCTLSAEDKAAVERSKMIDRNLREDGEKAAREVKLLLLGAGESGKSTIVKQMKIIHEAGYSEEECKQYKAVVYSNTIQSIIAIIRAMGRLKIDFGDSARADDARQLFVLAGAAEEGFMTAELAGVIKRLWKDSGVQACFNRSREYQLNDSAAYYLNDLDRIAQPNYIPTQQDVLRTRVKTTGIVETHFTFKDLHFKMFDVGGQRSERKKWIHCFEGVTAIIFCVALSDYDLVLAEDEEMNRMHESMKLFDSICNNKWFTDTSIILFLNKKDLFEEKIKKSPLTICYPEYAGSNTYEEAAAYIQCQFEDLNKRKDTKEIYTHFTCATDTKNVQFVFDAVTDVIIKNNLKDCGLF
GAA inhib: blocks human lysosomal alpha-glucosidase; Potency, µM (series often up to 76.9 µM), inactives show at the highest dose activity change, negative = inhibition, hits mostly inhibitors; actives 0.005% (n = 200,000); purified human GAA, 4-MU-alpha-glucoside fluorescence; P10253; AID 1466;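 also: plate controls were uninhibited enzyme wells for no effect and no-enzyme background for full effect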
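Enzyme (4 nM final) mixed with compound (up to 77 uM), then 4-MU-alpha-D-pyranoside (400 uM final) added; 20 min at room temperature, pH 5.0. Reaction stopped at pH 10, fluorescence read, AC50 derived by Hill fit.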
TRb SRC2 PPI: TRbeta-SRC2 interaction inhibition. P10828. TRbeta-SRC2 peptide binding, fluorescence polarization; receptor liganded with 1 µM T3. Potency, µM (highest dose often 106 µM), for inactives: at the highest dose activity change, negative = inhibition, usual class: inhibitors. actives 0.065% (n = 280,000);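 also: plate controls were bound peptide for no effect and peptide without receptor for full effect; nearly all actives have a fitted effect of over 50% in size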
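TRb LBD 0.6 uM + Texas Red SRC2 peptide 20 nM, 1 uM T3, Tris buffer w/ 5% DMSO; compound pinned, 5 h RT; FP read ex 555/em 632; normalized to unbound and bound controls.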
RECQ1 inh: inhibitors of human RECQ1 DNA helicase. actives 0.54% (n = 240,000). AID 2549. Potency, µM (titrated, usually from 57.3 µM), inactives show top-dose activity, negative = inhibition, usual class: inhibitors. RECQ1 DNA unwinding, red fluorescence kinetic read;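 also: plate controls were vehicle for no effect and no enzyme for full effect; nearly all actives have a fitted effect of over 30% in size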
Target sequence (P46063 whole entry, looked up): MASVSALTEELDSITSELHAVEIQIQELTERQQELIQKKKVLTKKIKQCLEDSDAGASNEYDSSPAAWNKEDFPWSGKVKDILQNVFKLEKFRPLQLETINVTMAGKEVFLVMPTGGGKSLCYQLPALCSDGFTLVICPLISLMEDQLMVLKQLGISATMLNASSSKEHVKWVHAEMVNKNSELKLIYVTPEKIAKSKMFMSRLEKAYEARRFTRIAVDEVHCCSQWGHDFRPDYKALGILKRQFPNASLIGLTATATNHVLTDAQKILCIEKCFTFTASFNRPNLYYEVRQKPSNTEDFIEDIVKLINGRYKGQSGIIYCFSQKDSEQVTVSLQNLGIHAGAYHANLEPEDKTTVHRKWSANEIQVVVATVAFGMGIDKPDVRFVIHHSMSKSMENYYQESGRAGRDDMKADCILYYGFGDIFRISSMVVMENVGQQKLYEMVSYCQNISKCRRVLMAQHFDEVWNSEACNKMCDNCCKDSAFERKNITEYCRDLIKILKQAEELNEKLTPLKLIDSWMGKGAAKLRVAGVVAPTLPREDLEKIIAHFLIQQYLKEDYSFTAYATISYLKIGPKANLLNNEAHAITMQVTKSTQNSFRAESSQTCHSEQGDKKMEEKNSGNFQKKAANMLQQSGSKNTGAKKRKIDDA
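50 nM RECQ1T1 preincubated 15 min with compound in Tris pH 8.0 buffer with MgCl2, DTT, Tween-20 and 2.5 ug/ml poly(dI-dC); started with 200 nM TAMRA/BHQ-2 forked duplex and 2 mM ATP. Unwinding read as fluorescence (525/598 nm), two reads 2 h apart.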
L3MBTL1 block: inhibitors of human L3MBTL1 | Q9Y468 | AlphaScreen L3MBTL1–H3K9me1 peptide binding | Potency, µM (doses to about 57.1 µM), inactives show at the highest dose activity, negative = inhibition, actives largely listed as inhibitors | actives 0.66% (n = 230,000); also: nearly all actives have a fitted effect of over 60% in size
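First, the protein-peptide complex forms for 30 min at room temperature (L3MBTL1 50 nM, biotinylated H3K9me1 peptide 75 nM). Next, compounds are pin-transferred and incubated 30 min. Finally, AlphaScreen beads are added and read after 30 min.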
Numbers without * were called inactive; i = inactive; ? = inconclusive; . = not tested or not shown; & = joins results of further samples; [ ] = remark or other dose. Unless noted, calls follow the shape of the dose curve; as a rule, active = well fitted curve in the direction sought with a large enough effect; inconclusive = small, poorly fitted or top-dose-only effect, or another doubt; inactive = no such curve, though single readings can be large; an effect the other way counts as inactive or inconclusive. Unless noted, % is scaled to controls: 0 for no effect and ±100 for the full control effect; potency is read from the fitted curve at half-maximal effect.

SMILES	TexasRed fluor	aGlu spleen mod	GAA glycogen	GoLoco inh red	GAA inhib	TRb SRC2 PPI	RECQ1 inh	L3MBTL1 block
Cc1ccccc1-n1nc(C)c2cc(C(=O)N3CCOCC3)sc21	1.6%	1.2%	-0.2%	-7.3%	-1.7%	-11.9%	i	0.4%
COC(=O)c1sc(S(=O)(=O)Nc2ccc(Br)cc2)c(C(=O)OC)c1C	-11.4%	-3.1%	-10.2%	-2.1%	4.7%	2.1%	-2.6%	7.4%
O=C(Nc1ccc(S(=O)(=O)Nc2ncccn2)cc1)C1COc2ccccc2O1 (stereo unspecified)	-1.9%	-11.5%	-5.8%	-6.5%	0.0%	6.6%	0.9%	2.2%
COC(=O)COC(=O)c1ccccc1NC(=O)c1ccccc1	1.9%	1.5%	-13.6%	3.6%	4.2%	2.7%	i	19.4%
COc1ccc(NS(=O)(=O)c2ccc(O)c(C(=O)OCC(=O)NC3CCCCC3)c2)cc1	-5.5%	-2.4%	6.5%	-1.7%	3.4%	-5.7%	-18.9%	-3.2%
CSc1nnc(-c2sc3cc(C(F)(F)F)cnc3c2-c2ccccc2)n1C	-0.2%	-18.0%	7.8%	6.2%	-8.6%	-2.7%	2.7%	.
O=C1CCCC2=C1C1(CCCCC1)N=C(Nc1nc3ccccc3s1)N2	-1.2%	-1.1%	4.2%	2.1%	4.5%	-9.6%	-4.8%	.
CCCCN(CC)CCCNC(=O)c1cc2c(=O)n(C)c3ccccc3c2n1C	-6.0%	-3.0%	-2.2%	15.3%	-8.4%	10.0%	-15.5%	?
C/C(=N/NC(=O)Cc1cccn1C)c1ccccc1	-0.9%	-7.7%	3.4%	-7.8%	8.0%	-3.9%	?	-3.1%
CCN(c1ccccc1)S(=O)(=O)c1nnc(NC(=O)c2ccco2)s1	-2.8%	.	5.6%&-3.4%[76.3 µM]	.	.	5.4%	.	0.3%
CCc1ccc(NC(=O)Cn2c(=O)n(CCC(=O)NC3CCN(Cc4ccccc4)CC3)c(=O)c3ccccc32)cc1	-0.2%	-1.8%	8.7%	-3.8%	.	-1.8%	7.4%	.
Cc1ccc(S(=O)(=O)N2CCN(C(=O)CCC(=O)OCC(=O)Nc3cccc(C#N)c3)CC2)cc1	0.0%	-8.7%	-7.7%	10.0%	?	4.5%	-5.2%	-8.3%
CC1(c2ccccc2)CC(C)(C)N2C(=O)/C(=C3\SC(=S)NC3=O)c3cccc1c32 (stereo unspecified)	-3.6%	2.5%	16.0%	-0.5%	-2.3%	-7.4%	2.9%	-20.1%
COc1ccccc1-n1c(-c2ccccc2)c[n+]2c1CCc1ccccc1-2	-3.2%&0.7%	-8.9%&4.0%	0.2%&8.1%	2.4%&0.7%	3.8%&-2.5%	-5.4%&-3.7%	-0.8%	-0.3%&7.4%
CC1Cc2ccccc2N1C(=O)CN1CCc2ccccc2C1 (stereo unspecified)	3.2%	-3.2%	-16.5%	.	-0.2%	6.4%	i	-1.9%
Clc1cccc(-c2cc3nc4c(c(N5CCNCC5)n3n2)CCCC4)c1	-3.7%	0.4%	-5.2%	-17.7%	0.6%	3.4%	0.9%	-6.1%
COc1cc(C2c3sc(=O)[nH]c3SC3C4CCC(C4)C23)ccc1O (stereo unspecified)	-3.0%	4.1%	?	2.2%	11.5%	-4.4%	i	-12.4%
O=C(Nc1ccccc1N1CCN(c2ccccc2)CC1)c1ccccc1F	-1.2%	7.3%	-0.4%	17.1%	?	-6.2%	1.9%	-2.1%
O=C(NCC(=O)N(Cc1ccco1)C(C(=O)NC1CCCCC1)c1cccnc1)c1ccco1 (stereo unspecified)	0.0%	-5.3%	6.8%	7.3%	5.8%	-1.0%	0.1%	.
COc1ccc(OCC(O)CN2CCCCC2)cc1 (stereo unspecified)	-1.7%	-10.2%	9.2%	-1.0%	-3.8%[15.4 µM]	4.0%	-12.3%	-9.6%
CCOCCOC(=O)c1[nH]c2c(c1C)C(=O)CC(c1ccc(N(C)C)cc1)C2 (stereo unspecified)	-1.0%	-23.7%	-19.3%	-9.5%	-1.3%	-17.9%	-11.5%	-24.6%
CCC(=O)N1CCN(c2ccc(OC)cc2[N+](=O)[O-])CC1	0.3%	-5.1%	-15.4%	5.4%	-6.7%	4.4%	?	-3.2%
Cc1ccc(S(=O)(=O)Nc2ccc(Cl)cc2)cc1NC(=O)Cn1cnc2c1c(=O)n(C)c(=O)n2C	-0.7%	-5.4%	0.7%	6.0%	-3.8%	-5.4%	?	2.1%
C#CCOCCOCCOCCNc1nc(N2CCN(C(=O)[C@H]([C@@H](C)CC)n3cc([C@@H](N)CO)nn3)CC2)nc(N2CCN(C(=O)[C@H](Cc3ccc(O)cc3)n3cc([C@@H](N)C(C)CC)nn3)CC2)n1 (stereo partly specified)	0.5%	0.6%	-3.9%	5.3%	.	-12.0%	i	?

Single records (already shown). Screens in order: TexasRed fluor | aGlu spleen mod | GAA glycogen | GoLoco inh red | GAA inhib | TRb SRC2 PPI | RECQ1 inh | L3MBTL1 block
CC1Cc2ccccc2N1C(=O)CN1CCc2ccccc2C1 (stereo unspecified) is listed as 3.2% | -3.2% | -16.5% | . | -0.2% | 6.4% | i | -1.9%
COc1ccccc1-n1c(-c2ccccc2)c[n+]2c1CCc1ccccc1-2 is listed as -3.2%&0.7% | -8.9%&4.0% | 0.2%&8.1% | 2.4%&0.7% | 3.8%&-2.5% | -5.4%&-3.7% | -0.8% | -0.3%&7.4%
CCC(=O)N1CCN(c2ccc(OC)cc2[N+](=O)[O-])CC1 is listed as 0.3% | -5.1% | -15.4% | 5.4% | -6.7% | 4.4% | ? | -3.2%
COc1cc(C2c3sc(=O)[nH]c3SC3C4CCC(C4)C23)ccc1O (stereo unspecified) is listed as -3.0% | 4.1% | ? | 2.2% | 11.5% | -4.4% | i | -12.4%

Returning to the listing; the 2 compounds before the break are reprinted first.
SMILES	TexasRed fluor	aGlu spleen mod	GAA glycogen	GoLoco inh red	GAA inhib	TRb SRC2 PPI	RECQ1 inh	L3MBTL1 block
Cc1ccc(S(=O)(=O)Nc2ccc(Cl)cc2)cc1NC(=O)Cn1cnc2c1c(=O)n(C)c(=O)n2C	-0.7%	-5.4%	0.7%	6.0%	-3.8%	-5.4%	?	2.1%
C#CCOCCOCCOCCNc1nc(N2CCN(C(=O)[C@H]([C@@H](C)CC)n3cc([C@@H](N)CO)nn3)CC2)nc(N2CCN(C(=O)[C@H](Cc3ccc(O)cc3)n3cc([C@@H](N)C(C)CC)nn3)CC2)n1 (stereo partly specified)	0.5%	0.6%	-3.9%	5.3%	.	-12.0%	i	?
O=[N+]([O-])c1ccc(C(=Nc2cccc3ccccc23)N2CCOCC2)cc1	-1.0%	-2.2%	0.6%	-10.2%	-5.4%	5.1%	-2.1%	-16.1%
CC1=NN(C(C#N)c2ccc([N+](=O)[O-])cc2)C(C)(C)C1 (stereo unspecified)	-1.4%	-4.8%	-5.5%	4.3%	.	8.0%	-1.4%	-5.3%
Cc1n[nH]c(=S)n1-c1ccccc1	1.8%	-19.1%	4.0%	-2.2%	.	2.7%	12.9%	-14.9%
O=C(Nc1cccc(F)c1)c1ccccc1	2.0%	-8.1%	1.6%	7.8%	3.0%	-16.0%	-7.8%	1.1%
COc1ccccc1CNc1ncnc2ccc(-c3ccccc3CN(C)C)cc12	-3.0%	11.1%	.	1.5%	.	-3.1%	0.5%	.
Cc1ccc(-c2nnc(SCC(=O)N/N=C/c3ccccc3C(=O)O)n2-c2ccc(Cl)cc2)cc1	-0.6%	-8.5%	-3.4%	-12.5%	.	-0.4%	-10.3%	-2.2%
CCn1c(=O)c(C(=O)CN2c3ccccc3CC2C)c(N)n(Cc2ccccc2)c1=O (stereo unspecified)	10.6%	-13.1%	?	8.8%	-0.1%	-1.0%	-10.0%	-18.0%
CCCCCCC(=O)N/N=C/c1ccc(Br)cc1	0.9%	1.7%	-3.6%	2.1%	-10.4%	9.1%	-1.9%	11.1%
Cc1ccc(NC(=O)CCSCCc2ccccn2)cc1	-2.0%&-0.3%	9.0%	1.3%	3.8%	-3.3%	-1.6%&-0.7%	-2.9%	.
CN(C)Cc1nnnn1-c1cccc(-n2nnnc2CN(C)C)c1	-0.8%	-0.2%	0.4%	-0.7%	-12.1%[15.4 µM]	-3.5%	-5.6%	7.9%
Cn1cnc2cc(NC(=O)c3cccs3)ccc21	1.0%	0.7%	-4.3%	4.8%	-2.2%	-3.1%	-13.6%	17.6%
CCc1ccc2nc(NC(=O)c3ccc(N4C(=O)CCC4=O)cc3)sc2c1	-1.6%	6.1%	2.0%	-11.6%	.	5.8%	14.4%	.
CCc1cccc(CC)c1NC(=O)CCCSc1nc2ccccc2s1	-5.0%	-9.7%	-9.1%	.	-7.8%	7.1%	-3.4%	2.0%
COc1ccc(-c2ccc(=O)n(CC(=O)NC3CCc4ccccc43)n2)cc1OC (stereo unspecified)	-1.2%	9.0%	-5.9%	14.3%	13.6%	-0.6%	i	-1.8%
Cc1cc(SCC(=O)c2ccccc2)nc(SCC(=O)c2ccccc2)n1	0.5%	-2.7%	-6.9%	0.6%	-0.5%	-2.4%	-6.5%	14.0%
COC(=O)[C@H](C)NC(=O)NC1CCCc2ccccc21 (stereo partly specified)	-2.0%	5.4%	-7.5%	13.8%	2.5%[15.4 µM]	-5.3%	-3.0%	0.7%
COC(=O)C1=C(C)N(Cc2ccccc2)C(=O)N[C@@H]1c1ccccc1	-2.0%	-6.6%	.	5.0%	.	11.7%	i	.
CC1CN(C(=O)c2ccccc2C(=O)c2ncc[nH]2)CC(C)O1 (stereo unspecified)	1.3%	-8.1%	1.9%	-13.2%	-0.4%	-8.1%	i	16.3%
Nc1nc2n(n1)C(c1ccco1)CC(c1ccc(Cl)cc1)N2 (stereo unspecified)	-3.5%	-2.6%	2.4%	-6.9%	6.4%	-0.7%	-10.1%	-2.3%
CN(c1ccccc1C(=O)Nc1ccc2c(c1)OCO2)S(C)(=O)=O	-2.3%	-0.5%	-2.2%	5.5%	-3.3%	0.5%	-0.6%	-17.2%

Assay outcomes: PubChem BioAssay, National Center for Advancing Translational Sciences (NCATS)

An excerpt; the hit share may differ from the screen's.
